IDE cell activ = human IDE activators in live cells, primary screen, fluorescence polarization, HEK cells, FAbeta-B substrate; Insulin-degrading enzyme (Homo sapiens), P14735; 340,000 compounds, 0.073% hits; FAbeta-B cleavage; 0% vehicle, 100% cell-free pure enzyme wells; activation, % at 5.96 µM;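 active means activation above the mean of all tested compounds plus 3 SD, set per screening campaign, cut at about 17% in these data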
Target sequence (P14735 whole entry, looked up): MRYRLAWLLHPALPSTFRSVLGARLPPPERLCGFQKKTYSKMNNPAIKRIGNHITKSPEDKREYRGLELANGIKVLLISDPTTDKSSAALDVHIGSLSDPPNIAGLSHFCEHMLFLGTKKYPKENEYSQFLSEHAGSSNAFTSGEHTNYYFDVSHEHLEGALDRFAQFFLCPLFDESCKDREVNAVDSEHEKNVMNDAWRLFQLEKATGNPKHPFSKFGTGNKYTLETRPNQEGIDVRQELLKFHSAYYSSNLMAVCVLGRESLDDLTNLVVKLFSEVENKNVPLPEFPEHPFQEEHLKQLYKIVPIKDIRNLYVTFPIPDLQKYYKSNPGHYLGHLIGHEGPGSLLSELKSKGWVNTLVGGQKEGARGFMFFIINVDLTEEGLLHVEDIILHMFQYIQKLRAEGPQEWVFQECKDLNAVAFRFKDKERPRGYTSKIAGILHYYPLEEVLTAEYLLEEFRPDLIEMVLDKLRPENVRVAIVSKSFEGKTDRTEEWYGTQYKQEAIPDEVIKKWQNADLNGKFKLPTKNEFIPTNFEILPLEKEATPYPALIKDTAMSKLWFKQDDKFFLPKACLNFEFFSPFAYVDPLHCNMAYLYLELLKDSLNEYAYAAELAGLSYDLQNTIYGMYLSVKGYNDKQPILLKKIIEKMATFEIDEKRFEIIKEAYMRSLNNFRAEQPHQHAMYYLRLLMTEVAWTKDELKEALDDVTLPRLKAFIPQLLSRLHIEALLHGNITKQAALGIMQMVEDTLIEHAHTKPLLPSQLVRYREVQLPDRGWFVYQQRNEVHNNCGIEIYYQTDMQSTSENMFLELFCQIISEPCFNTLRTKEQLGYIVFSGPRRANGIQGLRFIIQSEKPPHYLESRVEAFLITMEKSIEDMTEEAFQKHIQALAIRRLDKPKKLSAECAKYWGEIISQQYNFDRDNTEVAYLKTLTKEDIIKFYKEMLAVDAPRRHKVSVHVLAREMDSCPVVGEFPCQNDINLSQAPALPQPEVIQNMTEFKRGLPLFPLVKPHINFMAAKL
IDE inh = human IDE inhibitors in live cells, primary screen, fluorescence polarization, HEK cells, FAbetaB substrate; Insulin-degrading enzyme (Homo sapiens), P14735; FAbetaB cleavage; inhibition, % at 5.59 µM; 320,000 compounds, 0.41% hits; AID 434962, 2010;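 active means percent inhibition above the average of all tested compounds plus 3 SD, set per screening campaign, cut at about 16% in these data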;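 further: IDE supplied by intact live HEK cells; FP after avidin binding of uncleaved biotin substrate so inhibition keeps polarization high; 0% = DMSO wells and 100% = 60 µM reference IDE inhibitor Ii1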
Numbers without * were called inactive. These rows are one share of the data; rates above refer to the full screens.

SMILES	IDE cell activ	IDE inh
CCNc1nc(NCC)n2c(SCC(=O)Nc3ccc(NC(C)=O)cc3)nnc2n1	-5.4	6.9
Cc1noc(C)c1NC(=O)Nc1cccc2c1O[C@H](CN(C)S(C)(=O)=O)[C@@H](C)CN([C@H](C)CO)C2=O	-2.6	3.9
COc1ccc(S(=O)(=O)N2CCOC23CCN(S(=O)(=O)c2ccc(C)cc2)CC3)cc1	4.7	-2.3
O=c1cc(-c2ccsc2)oc2cc(-c3ccc4c(c3)OCO4)ccc12	-1.2	-3.8
Cc1cnc(NC(=O)Cc2ccc(S(=O)(=O)N3CCOCC3)s2)s1	-0.1	1.6
O=C(CNC(=O)c1sc2ccccc2c1Cl)Nc1ccccc1F	-2.5	4.7
CC1(C)CC(=O)C=C(c2ccc3ccccc3c2)C1	-4.6	5.7
N#CCSc1ccccc1NC(=O)COc1ccc(-c2nnco2)cc1	-2.6	5.3
CC(C)(C)N(Cc1ccccc1)C(=O)COC(=O)[C@@H]1CCCN1C(=O)c1cccs1	6.2	-2.9
CN(Cc1ccccc1)C(=O)COC(=O)c1cc(=O)[nH]c2ccccc12	-1.0	2.3
CCOc1ccc(C2=Nn3c(CC)nnc3SC2)cc1	-0.4	-1.3
COCC(C)n1c(SCC(=O)NC(=O)NCc2ccccc2)nc2ccccc2c1=O (stereo not drawn)	-3.4	5.0
COc1ccc(C)cc1NC(=O)COC(=O)c1ccc2c(c1)OCCO2	1.6	-6.1
Cc1ccc(S(=O)(=O)N(C)CC(=O)NNC(=O)CCS(=O)(=O)c2ccccc2)cc1	4.3	-0.1
CCOc1ccccc1NC(C)C(=O)NC(=O)NC1CCCCC1 (stereo not drawn)	0.9	-0.7
Cc1ccc(S(=O)(=O)N2CCCC2CNC(=O)c2ccc(F)c(F)c2)cc1 (stereo not drawn)	4.2	-1.6
COc1ccc(S(=O)(=O)Nc2ccc3c(c2)N(C(C)=O)CCC3)cc1OC	-1.2	-2.3
CCc1ccc(S(=O)(=O)N2c3ccc(C)cc3C3CN(C)CCC32)cc1 (stereo not drawn)	3.8	-5.1
O=C(NCCCN1CCOCC1)c1cc(-c2ccc(Cl)s2)nc2ccccc12	-2.3	-0.1
COc1cc(N)c(Cl)cc1C(=O)OCC(=O)N1c2ccccc2NC(=O)C1(C)C	0.5	2.5
CCC(=O)N1CCC(NC(=O)Nc2ccc(OC(F)(F)F)cc2)CC1	3.3	6.0
CCN(c1ccccc1)S(=O)(=O)c1ccc(C(=O)N2CC(C)CC(C)C2)cc1 (stereo not drawn)	-1.0	-3.7
O=C(COC(=O)c1cc([N+](=O)[O-])ccc1N1CCOCC1)Nc1ccccc1OC(F)F	-1.4	0.3
CC(Sc1ncnc2c1cnn2-c1ccccc1)C(=O)Nc1ccc(N2CCOCC2)cc1 (stereo not drawn)	1.3	-3.5
COc1ccc(CC(=O)OC(C)C(=O)Nc2ccc(Cl)cn2)cc1 (stereo not drawn)	4.7	-3.9
C[C@H](CO)N1C[C@H](C)[C@@H](CN(C)C(=O)Nc2ccccc2)Oc2ccc(NC(=O)c3ccncc3)cc2C1=O	3.3	4.8
C=CCNC(=O)c1ccc(-c2nc3ccccc3nc2-c2ccccc2)cc1	-2.9	2.1
COc1ccccc1C(=O)NCCC(=O)N1CC=C(c2ccccc2)CC1	-6.5	6.0
COc1cc(NC(=O)COc2cccc3c2OC(C)(C)C3)cc(OC)c1OC	5.1	-1.7
C[C@H](CO)N1C[C@H](C)[C@@H](CN(C)C(=O)Nc2ccc(C(F)(F)F)cc2)Oc2ccc(NS(=O)(=O)c3ccccc3)cc2C1=O	5.7	6.7
CC1(c2ccc(Cl)cc2Cl)NC(=O)N(CC(=O)Nc2cccnc2Cl)C1=O (stereo not drawn)	4.2	1.3
CN(C(=O)COC(=O)/C=C/c1cccs1)c1c(N)n(Cc2ccccc2)c(=O)[nH]c1=O	-0.9	2.6
Cc1cc(C)cc(C(=O)NCC(=O)OCc2nc(N)nc(Nc3ccccc3C)n2)c1	-3.3	2.8
CC(=O)c1c(C)[nH]c(C(=O)OCc2nc3ccsc3c(=O)[nH]2)c1C	-0.1	5.8
CCOc1ccc(CCNC(=O)COC(=O)Cn2nc(C)c([N+](=O)[O-])c2C)cc1OCC	-2.0	2.8
O=C(CSc1nnc2ccc(-c3cccnc3)nn12)Nc1ccc(F)cc1	-2.1	-1.2
O=C(c1ccc(S(=O)(=O)NCc2ccco2)cc1)N1CCN(c2ccc(F)cc2)CC1	1.0	-0.9
CC1(C)CC2CC(C)(CN2C(=O)COC(=O)c2ccc(O)cc2O)C1 (stereo not drawn)	2.8	-0.2
CN(Cc1cccc(Cl)c1Cl)C(=O)CCNC(=O)c1ccco1	0.6	1.2
Cc1cccc(NC(=O)CSCC(=O)N(C)CC(=O)Nc2cccc(F)c2)c1	0.4	-0.7
O=C(CCC(=O)c1cccs1)NCCc1ccc(F)cc1	6.4	-5.8
Cc1ccc(-n2ncc3c(=O)n(CC(=O)N4CCN(C(=O)c5ccco5)CC4)cnc32)cc1	2.5	-0.2
COc1ccc(NS(=O)(=O)c2ccc(C)c(C(=O)N3CCCCCCC3)c2)cc1	5.8	1.4
O=C(CC1SC(N2CCCCC2)=NC1=O)Nc1cccc(C(=O)Nc2ncccc2O)c1 (stereo not drawn)	0.6	-4.6
Cc1ccc(NC(=O)CN(C)C(=O)COC(=O)c2oc3ccccc3c2C)cc1	1.6	-0.7
COc1ccc(C(=O)OCC(=O)NCc2ccc3c(c2)OCO3)cc1S(=O)(=O)N1CCOCC1	-0.6	7.8
Cc1ccc(C(=O)NCC(=O)OCC(=O)c2ccc(Br)s2)cc1	-1.4	0.9
O=C(COC(=O)c1ccccc1Br)Nc1ccc2[nH]c(=O)[nH]c2c1	-16.1	14.7
C[C@@H]1CN([C@@H](C)CO)C(=O)c2cc(NS(=O)(=O)c3ccc(Cl)cc3)ccc2O[C@H]1CN(C)Cc1ccncc1	2.4	4.2
Cc1cc(C)c(NC(=O)CNC(=O)CN2C(=O)NC3(CCCc4ccccc43)C2=O)c(C)c1 (stereo not drawn)	7.6	0.2
CCN(CC(=O)Nc1c(F)cccc1F)C(=O)CNC(=O)c1ccco1	1.0	2.2
CCNc1nc(NCC)n2c(SCC(=O)Nc3cc(Cl)ccc3OC)nnc2n1	0.2	4.2
O=C1CC(c2ccccc2)NN1 (stereo not drawn)	-4.9	10.1
COc1cc(NC(=O)COC(=O)Cc2ccsc2)cc(OC)c1	-0.1	8.1
CC(=O)Nc1sc(C)c(C)c1C(=O)OCC(=O)Nc1ccc(S(N)(=O)=O)cc1	-2.2	5.9
CCOc1ccc(S(=O)(=O)/N=C(/Nc2ccc(C(C)=O)cc2)c2ccccc2)cc1	-1.6	1.5
COc1ccc(OC)c(/C=C/C(=O)OCC(=O)N2C(C)CCCC2C)c1 (stereo not drawn)	3.1	1.8
CCN(CC)C(=O)c1cccc(NC(=O)c2cc(C3CC3)nc3c2cnn3C(C)C)c1	6.8	-3.5
CCCN(CC(=O)Nc1ccc(F)c(F)c1F)C(=O)Cn1c(=O)cnc2ccccc21	2.7	1.6
O=C(CN1C(=O)C2CCCCC2C1=O)Nc1ccc(OC(F)F)c(Cl)c1 (stereo not drawn)	0.8	-4.9

Reformatted with two lines to a compound: entries from further up.
Values run as follows: IDE cell activ | IDE inh
- CC1(C)CC2CC(C)(CN2C(=O)COC(=O)c2ccc(O)cc2O)C1 (stereo not drawn)
  2.8 | -0.2
- CN(Cc1cccc(Cl)c1Cl)C(=O)CCNC(=O)c1ccco1
  0.6 | 1.2
- Cc1cccc(NC(=O)CSCC(=O)N(C)CC(=O)Nc2cccc(F)c2)c1
  0.4 | -0.7
- O=C(CCC(=O)c1cccs1)NCCc1ccc(F)cc1
  6.4 | -5.8
- Cc1ccc(-n2ncc3c(=O)n(CC(=O)N4CCN(C(=O)c5ccco5)CC4)cnc32)cc1
  2.5 | -0.2
- COc1ccc(NS(=O)(=O)c2ccc(C)c(C(=O)N3CCCCCCC3)c2)cc1
  5.8 | 1.4
- O=C(CC1SC(N2CCCCC2)=NC1=O)Nc1cccc(C(=O)Nc2ncccc2O)c1 (stereo not drawn)
  0.6 | -4.6
- Cc1ccc(NC(=O)CN(C)C(=O)COC(=O)c2oc3ccccc3c2C)cc1
  1.6 | -0.7
- COc1ccc(C(=O)OCC(=O)NCc2ccc3c(c2)OCO3)cc1S(=O)(=O)N1CCOCC1
  -0.6 | 7.8
- Cc1ccc(C(=O)NCC(=O)OCC(=O)c2ccc(Br)s2)cc1
  -1.4 | 0.9
- O=C(COC(=O)c1ccccc1Br)Nc1ccc2[nH]c(=O)[nH]c2c1
  -16.1 | 14.7
- C[C@@H]1CN([C@@H](C)CO)C(=O)c2cc(NS(=O)(=O)c3ccc(Cl)cc3)ccc2O[C@H]1CN(C)Cc1ccncc1
  2.4 | 4.2
- Cc1cc(C)c(NC(=O)CNC(=O)CN2C(=O)NC3(CCCc4ccccc43)C2=O)c(C)c1 (stereo not drawn)
  7.6 | 0.2
- CCN(CC(=O)Nc1c(F)cccc1F)C(=O)CNC(=O)c1ccco1
  1.0 | 2.2
- CCNc1nc(NCC)n2c(SCC(=O)Nc3cc(Cl)ccc3OC)nnc2n1
  0.2 | 4.2
- O=C1CC(c2ccccc2)NN1 (stereo not drawn)
  -4.9 | 10.1
- COc1cc(NC(=O)COC(=O)Cc2ccsc2)cc(OC)c1
  -0.1 | 8.1
- CC(=O)Nc1sc(C)c(C)c1C(=O)OCC(=O)Nc1ccc(S(N)(=O)=O)cc1
  -2.2 | 5.9
- CCOc1ccc(S(=O)(=O)/N=C(/Nc2ccc(C(C)=O)cc2)c2ccccc2)cc1
  -1.6 | 1.5
- COc1ccc(OC)c(/C=C/C(=O)OCC(=O)N2C(C)CCCC2C)c1 (stereo not drawn)
  3.1 | 1.8

Next section:
SMILES	IDE cell activ	IDE inh
CC(C)N(CC(N)=O)c1ccc(S(=O)(=O)N2CCCC2)cn1	4.5	0.7
COc1ccc2c3c([nH]c2c1)[C@H]1C[C@H]2[C@H](C[C@@H](O)[C@H](OC)[C@H]2C(=O)O)CN1CC3	-0.9	-2.5
CC(C)COC(=O)N1CCN(S(=O)(=O)c2ccc3c(c2)CCC3)CC1	0.0	2.7
O=C(COC(=O)C1=NN(c2ccccc2)C(=O)CC1)Nc1nc(-c2ccc(F)cc2)cs1	-2.5	3.6
CCn1nc(C(=O)Nc2ccc(N3CCOCC3)cc2)c2ccccc2c1=O	2.9	-2.2
Cc1ccc(S(=O)(=O)CCC(=O)Nc2nc(-c3ccccn3)cs2)cc1	-4.0	-1.2
CC(C)c1ccc(C2(C)NC(=O)N(CC(=O)NC3(C#N)CCCC3)C2=O)cc1 (stereo not drawn)	-2.0	-0.5
CC(NC(=O)Cc1ccc(S(=O)(=O)N2CCOCC2)s1)c1ccc(Cl)c(Cl)c1 (stereo not drawn)	0.6	-0.2
COc1ccc(CCNC(=O)COC(=O)Cn2cnc3c2c(=O)n(C)c(=O)n3C)cc1	-0.1	0.5
CC(=O)Nc1cccc(C(=O)OC(C)C(=O)NCc2ccc3c(c2)OCO3)c1 (stereo not drawn)	0.5	-2.1
CC(C)(CNC(=O)c1ccc(-c2cccc(C(F)(F)F)c2)o1)N1CCOCC1	-0.8	5.8
COC(=O)C1CCN(C(=O)COC(=O)CNS(=O)(=O)c2ccc(SC)c([N+](=O)[O-])c2)CC1	-3.5	2.6
CCCOc1ccc(C(=O)c2ccccc2C(=O)OC2CCOC2=O)cc1OCCC (stereo not drawn)	2.1	1.9
Cc1cc(C)n(CC(=O)NNC(=O)CCNC(=O)c2ccccc2Cl)n1	7.5	-2.4
C#CCOCCOCCOCCNc1nc(N2CCN(C(=O)CCCCCCCCCCNC(=O)[C@H](CCCCN)n3cc(C[C@@H](C)CC)nn3)CC2)nc(N2CCN(C(=O)CCCCCCCCCCNC(=O)[C@@H]([C@H](C)O)n3cc(C)nn3)CC2)n1	33.7*	-6.4
CCN(CC)CCCn1c2c(c(SCC(=O)Nc3cccc(C(C)=O)c3)nc1=O)CCC2	2.6	0.5
O=c1ccn([C@@H]2O[C@H](COS(=O)(=O)O)[C@@H](O)[C@H]2O)c(=O)[nH]1	3.7	1.1
C=CC(=O)Nc1ccc(Nc2nc(NC3CCC(N(C)C)CC3)nc3c2ncn3C(C)C)cc1 (stereo not drawn)	-2.9	-1.6
O=C1CSc2ccc(C(=O)NCCc3ccc(Cl)cc3Cl)cc2N1	-1.6	-3.4
Cc1ccc(OCC(=O)NNC(=O)Cn2c(=O)cnc3ccccc32)cc1	1.1	2.2
COc1ccc(C(=O)OCC(=O)NC2CC2)cc1F	2.1	-3.6
CN(C)C(CNC(=O)c1cccs1)c1ccco1 (stereo not drawn)	4.7	0.3
Cc1ccc(CN2CC(C(=O)Nc3cccc(C)n3)CC2=O)cc1 (stereo not drawn)	-1.8	-7.6
O=c1oc2ccc(C#CC3(O)CCCCC3)cc2cc1-n1cc(C2(O)CCCCC2)nn1	4.4	-1.8
C#CCOCCOCCOCCNc1nc(N2CCN(C(=O)CCCCCCCCCCNC(=O)[C@H](CCCCN)n3cc(C)nn3)CC2)nc(N2CCN(C(=O)CCCCCCCCCCNC(=O)[C@@H]([C@H](C)O)n3cc(C)nn3)CC2)n1	21.5*	5.9
CCCCNc1c(-c2ccc(OC)c(Sc3ccc(OC)cc3)c2)nc2ccc(Cl)cn12	6.7	-4.3

Bioassay records (PubChem BioAssay)
